High-throughput results (PubChem)
Hsp70 inhibitors – Hsp70 inhibitors, probe displacement, primary screen, biochemical, fluorescence polarization (AID 583) | Hsp70 fluorescence polarization probe displacement, mP; higher % means a stronger effect | displacement, % at 20 µM, or IC50 in µM where a hit was titrated | 0.06% of 140,000 active; in the data active = displacement above about 50%;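 also: plate controls were vehicle for no effect and reference ligand for full effect; a part of the inactive calls stands beside numbers as strong as those of hits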
MKP-3 inhibition – inhibition of rat DUSP6 enzyme activity – biochemical, in vitro, primary screen (AID 425); 0.17% of 110,000 active; inhibition, % at 20 µM, or IC50 in µM where a hit was titrated; recombinant MKP-3 phosphatase activity, fluorescence; higher % means a stronger effect; in the data active = inhibition above about 50%;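 also: plate controls were vehicle for no effect and reference inhibitor for full effect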
* hit, by the source's call; / = no result given; & = joins results of further samples. A portion of the library; the hit share may differ from the screen's.

Hsp70 inhibitors,MKP-3 inhibition,SMILES
-2.9%,/,C=CCn1c(SCC(=O)N2CCOCC2)nc(O)cc1=O
-0.5%,/,CCOc1ccccc1CNC(=O)c1cc2oc3ccccc3c2n1C
0.4%,-17%,CCOC(=O)c1ccc(NC(=O)CSc2nccn2C)cc1
-0.3%,-2%,OC(CN1CCOCC1)CN(c1ccccc1)c1ccccc1 (stereo not drawn)
-1.0%,2%,Cc1nn(-c2ccccc2)c(C)c1NC(=O)c1ccc(S(=O)(=O)N2CCCC2)cc1
-1.2%,0%,O=C(Nc1cccc2ccccc12)C(=O)NC1CCCCC1
-3.7%,-3%,COCCNC(=O)CN1CCC(NC(=O)Nc2ccc(C(F)(F)F)cc2)CC1
1.5%,3%,COc1ccc(N2C(=O)NC(=O)/C(=C\c3ccccc3Cl)C2=O)cc1
5.3%,-3%,CCN1CCN(C(=O)c2nn(-c3ccc(OC)cc3)c(=O)c3c2c2ccccc2n3C)CC1
-5.6%,-9%,CCc1ccc(OCc2nnc(SCC(=O)NCc3ccco3)o2)cc1
5.5%,-12%,C/C(=C\C#N)n1nc(C)cc1N
-20%,0%,CCOc1ccc(C2C(C#N)=C(N)SC(N)=C2C#N)cc1OCC
0.2%,-4%,Cc1noc(C)c1S(=O)(=O)NC1CCN(Cc2ccccc2)CC1
0.2%,2%,O=C1S/C(=C/c2ccccc2)C(=O)N1CC(=O)N1c2ccccc2Sc2ccc(Cl)cc21
-1.1%,2%,CC(C)(C)c1nnc(NC(=O)Nc2ccccc2)s1
6.2%&-0.3%,-1%,CCOc1ccccc1NC(=O)NS(=O)(=O)c1ccc(C)cc1
3.0%,1%,Nc1nnc(SCC(=O)NC(c2ccccc2)c2ccccc2)s1
1.1%,4%,Fc1ccc(COc2ccccc2/C=N/n2cnnc2)cc1
0.0%,3%,CCCc1ccc(OCC(=O)Nc2ccc(N3CCOCC3)cc2)cc1
3.6%,6%,Cc1nc(NC2=NCN(Cc3ccc4c(c3)OCO4)CN2)nc2ccccc12

Full records from above. Order of screens: Hsp70 inhibitors	MKP-3 inhibition
Nc1nnc(SCC(=O)NC(c2ccccc2)c2ccccc2)s1 as listed: 3.0%	1%
CCOc1ccccc1NC(=O)NS(=O)(=O)c1ccc(C)cc1 as listed: 6.2%&-0.3%	-1%
Cc1nn(-c2ccccc2)c(C)c1NC(=O)c1ccc(S(=O)(=O)N2CCCC2)cc1 as listed: -1.0%	2%
Cc1noc(C)c1S(=O)(=O)NC1CCN(Cc2ccccc2)CC1 as listed: 0.2%	-4%
Fc1ccc(COc2ccccc2/C=N/n2cnnc2)cc1 as listed: 1.1%	4%

Later entries:
Hsp70 inhibitors,MKP-3 inhibition,SMILES
-2.8%,1%,COCCOC(=O)C1=C(C)N(C)C(=O)NC1c1ccccc1Cl (stereo not drawn)
2.1%,/,CC(C)N(C(=O)Cn1c(SCC(=O)NCc2ccc3c(c2)OCO3)nc2ccccc21)C(C)C
-1.1%&-2.2%,-5%&-1%,O=C(c1ccc(S(=O)(=O)N2CCCCC2)cc1)N1CCN(Cc2ccc3c(c2)OCO3)CC1
-1.9%&-3.9%,0%,Cc1cc(OCC(F)(F)C(F)(F)C(F)(F)C(F)F)nc(N)n1
2.2%,2%,O=C(NC(=S)Nc1ccc(Cl)c(Cl)c1)c1ccco1
-2.2%,3%,CCOc1cc(/C=C2\SC(=S)N(C)C2=O)ccc1O
0.6%,-3%,COCCN1Cc2cccc(C(=O)Nc3cc(OC)ccc3OC)c2C1=O
-7.1%,5%,COc1ccc2c(c1)CCC1C2=NN(/C(C)=C/C(C)=O)C1c1ccc(Br)cc1 (stereo not drawn)
-0.5%,2%,O=C(NN1C(=O)/C(=C\c2ccccc2Cl)SC1=S)c1ccc(Br)cc1
2.4%,4%,COCCCNC(=O)c1ccc(Br)cc1
4.7%,-9%,O=C(Cn1c(C(F)(F)F)nc2ccccc21)NCCN1CCCC1
-1.8%,-6%,COc1ccc(-c2c(C)nn3c(N4CCN(Cc5ccccc5)CC4)cc(C)nc23)cc1OC
-8.1%,6%,CCOc1ccc(NC(=S)NC(NC(=O)N(C)C)C(Cl)(Cl)Cl)cc1 (stereo not drawn)
-4.0%,0%,COc1ccc(S(=O)(=O)N[C@H](C(=O)N2CC[C@@]3(O)CCCC[C@H]3C2)c2ccccc2)cc1
-3.9%,/,O=C(c1ccccc1)c1nc2ccccc2n(CCCn2c(=O)c(C(=O)c3ccccc3)nc3ccccc32)c1=O
-3.4%,/,Cc1cc(C)c(S(=O)(=O)c2ccccc2)c(OC(=O)c2cc(F)c(F)cc2Cl)n1
2.5%,-7%,Fc1ccc(NCc2nnc(SCc3nnc(-c4ccccc4)o3)n2Cc2ccccc2)cc1
-3.5%&9.7%,0%,Cc1ccc(C2(CC(=O)O)CCOC(C)(C)C2)cc1 (stereo not drawn)
0.7%,2%,COCc1[nH]nc2c1C(c1cccc(OC)c1)C(C#N)=C(N)O2 (stereo not drawn)
1.7%,0%,CC(CC(=O)NCc1ccccc1)C1CCCO1 (stereo not drawn)

Quoted from the listing:
MKP-3 inhibition with COc1ccc(S(=O)(=O)N[C@H](C(=O)N2CC[C@@]3(O)CCCC[C@H]3C2)c2ccccc2)cc1 reads 0%
MKP-3 inhibition with O=C(NC(=S)Nc1ccc(Cl)c(Cl)c1)c1ccco1 reads 2%
MKP-3 inhibition with Fc1ccc(NCc2nnc(SCc3nnc(-c4ccccc4)o3)n2Cc2ccccc2)cc1 reads -7%

The list goes on:
Hsp70 inhibitors,MKP-3 inhibition,SMILES
-0.4%&1.4%,-4%&2%,CCOC(=O)C1=C(N)OC2=C(C(=O)CCC2)C1c1ccccc1OCC (stereo not drawn)
-1.8%,-12%,CCC1(c2ccccc2)NC(=O)N(CC(=O)Nc2ccc3c(c2)OCO3)C1=O (stereo not drawn)
-4.4%,2%,O=C1C(Cl)=C(Nc2ccc3c(c2)OCO3)C(=O)N1c1ccccc1
6.0%,/,O=C(NC(Cc1ccc2c(c1)OCO2)C(=O)NC(Cc1ccccc1)C(=O)O)c1ccccc1 (stereo not drawn)
-2.6%,3%,O=C(CSc1nnnn1-c1ccccc1F)Nc1ccc2c(c1)OCO2
-0.2%,0%,Cc1cccc(C(=O)NCc2ccco2)c1
-0.6%,0%,COc1ccc(NS(=O)(=O)c2cccc([N+](=O)[O-])c2)cc1Cl
2.4%,-7%,COc1cc(OC)c(-c2nn3c(-c4cccnc4)nnc3s2)cc1OC
9.9%,-1%,O=C(Nc1ccccn1)c1ccc(-c2ccccc2)cc1
6.3%,-8%,c1cnc(NC2C3CC4CC(C3)CC2C4)nc1 (stereo not drawn)
6.9%,-1%,Cc1cc(C)c(S(=O)(=O)NCc2cn3c(C)csc3n2)cc1C
-0.7%,-1%,COc1ccc(N2C(=O)NC(=O)/C(=C/c3ccc(-c4ccc([N+](=O)[O-])cc4C)o3)C2=O)cc1
5.1%,-6%,O/N=C1\CCCc2nnc3c(c21)CCCC3
-2.1%,0%,COc1ccc(C(=O)NC2CCCCC2)cc1OC
-4.1%,-1%,COC(=O)c1cc(OC)c(OC)cc1N=CC1=C(O)CC(C)(C)CC1=O
1.5%,/,CCC(C)[C@H](NC(=O)NCc1ccccn1)C(=O)OC (stereo partly drawn)
-0.6%,-4%,NC(=O)C1CCN(S(=O)(=O)c2ccc([N+](=O)[O-])cc2)CC1
2.9%,-7%,Cc1cc(=O)oc(C)c1C(=O)N1CCN(Cc2ccc3c(c2)OCO3)CC1
0.6%,-5%,Clc1ncn(C23CC4CC(CC(C4)C2)C3)n1
-2.6%,/,COc1cccc(CNC(=O)N[C@@H](CC(C)C)C(=O)O)c1

The closing 5 entries of the part above come first, to join the parts:
Hsp70 inhibitors,MKP-3 inhibition,SMILES
1.5%,/,CCC(C)[C@H](NC(=O)NCc1ccccn1)C(=O)OC (stereo partly drawn)
-0.6%,-4%,NC(=O)C1CCN(S(=O)(=O)c2ccc([N+](=O)[O-])cc2)CC1
2.9%,-7%,Cc1cc(=O)oc(C)c1C(=O)N1CCN(Cc2ccc3c(c2)OCO3)CC1
0.6%,-5%,Clc1ncn(C23CC4CC(CC(C4)C2)C3)n1
-2.6%,/,COc1cccc(CNC(=O)N[C@@H](CC(C)C)C(=O)O)c1
-2.8%,2%,COc1ccc(C(=O)Nc2ccc(-c3nc4ccccc4o3)c(O)c2)cc1[N+](=O)[O-]
0.1%,/,Cc1ccc(S(=O)(=O)N(C)c2ccc(C(=O)NCC3CCCO3)cc2)cc1 (stereo not drawn)
1.9%,-1%,O=C(CSc1ccccn1)N/N=C\c1c[nH]c2ccccc12
-0.9%,0%,O=C(CN1CCCC1)NCC1COc2ccccc2O1 (stereo not drawn)
-0.8%,/,CN1C2C=C3C(C#N)=C(N)C(C#N)(C#N)C(c4ccc(Br)cc4)C3C1CC2 (stereo not drawn)
-1.7%,2%,O=C1c2cccc3cccc(c23)C(=O)N1CCc1nc2sc3c(c2c(=O)[nH]1)CCCC3
-6.3%,-3%,Cc1ccc(N(CC(=O)O)S(C)(=O)=O)cc1
-4.3%,-8%,CCN(Cc1ccccc1)C(=O)Cn1cc2c(n1)CCCC2
5.8%,-4%,Cc1ccc(SCCC(=O)NCc2ccco2)cc1
1.9%,-11%,O=C(O)CSCCCC(=O)Nc1ccc(Br)cc1
-9.3%,-10%,O=C(NCCCN1CCCCCC1)c1ccc(N2CCCC2=O)cc1
-3.1%,-10%,CCOC(=O)CN(Cc1ccccc1)S(=O)(=O)c1ccc(NC(C)=O)cc1
1.1%&-2.5%,3%,CCOC(=O)c1c(NC=O)sc2c1CCC2
-3.9%,2%,CCn1c(=O)n(CC(=O)Nc2cc(OC)ccc2OC)c(=O)c2ccccc21
-0.1%,6%,CC1CCN(c2cc(N3CCN(C(=O)c4ccc(F)cc4)CC3)c([N+](=O)[O-])cc2F)CC1
-4.9%,/,CC1CCc2sc(C(=O)Nc3nnc(SCc4ccc(F)cc4)s3)cc2C1 (stereo not drawn)
7.2%,2%,COc1ccc(N2CCN(C(=O)c3ccc(NS(=O)(=O)c4ccc(F)c(F)c4)cc3)CC2)cc1
2.5%,-4%,COc1ccc(NC(C)=O)cc1NC(=O)CN1CCN(CC(=O)Nc2ccccc2Cl)CC1
-5.5%,4%,CC(C)CN(CCCNC(=O)CC1Oc2ccccc2NC1=O)CC(C)C (stereo not drawn)
2.3%,5%,O=C(NC12CC3CC(CC(C3)C1)C2)N1CC2Cc3cccc(=O)n3C(C2)C1 (stereo not drawn)
0.9%&-3.6%,-1%,O=C(CSc1nc2ccccc2c(=O)[nH]1)c1ccccc1
-1.7%,2%,CCOc1ccc(NC2=C(Cl)C(=O)N(c3ccc(Br)cc3)C2=O)cc1
5.6%,-10%,Cc1nc2ccc(NC(=O)Cn3cnc4c3c(=O)n(C)c(=O)n4C)cc2s1
3.6%,1%,CC(C)NC(=O)c1c(O)c2ccccc2[nH]c1=O
6.6%,-9%,CSC(=NS(=O)(=O)c1ccc(C)cc1)SC
3.2%,-15%,Nc1nc(-c2ccccc2)nn1C(=O)Cc1ccccc1
-0.1%,2%,CC(=O)c1cc2cc(O)ccc2o1
4.0%,-11%,O=S(=O)(NC1CCCCCC1)c1cccc2cccnc12
4.4%,/,O=C(CCC1CCCCC1)Nc1cccnc1
1.8%,1%,CC(C)(C)NC(=O)CCNS(=O)(=O)c1ccccc1[N+](=O)[O-]
0.8%,2%,CC(=O)Nc1ccccc1NC(=O)COc1ccc(C)cc1Br
1.5%,-1%,O=C(O)c1cccc(N2CCCC2)c1
0.5%,5%,COC(=O)C1=C(C)N(C)C(C)=C(C(=O)OC)C1c1cccc(C)c1
-2.3%,-9%,Cc1c(C(=O)NC2CCCCC2)oc2c1C(=O)CC(C)(C)C2
-0.3%&0.7%,-16%&0%,COc1cccc(C(=O)NCc2ccccc2OC)c1
1.8%,-1%,CC1(C)OC(C(N)=O)C(C(N)=O)O1 (stereo not drawn)
5.2%,/,Cc1ccc(OCCCNCCO)c(Br)c1
-1.5%,-8%,CCOc1ccc(C2CC(c3cccc(OC)c3)Nc3nc(N)nn32)cc1 (stereo not drawn)
3.6%,-1%,O=c1cc(C(F)(F)F)c2sc(N3CCCCC3)nc2[nH]1
-1.8%,/,O=C(Cc1ccccc1)N1CCc2ccccc21

An excerpt from above in order of length of the SMILES, descending:
Hsp70 inhibitors,MKP-3 inhibition,SMILES
6.9%,-1%,Cc1cc(C)c(S(=O)(=O)NCc2cn3c(C)csc3n2)cc1C
-0.3%,-2%,OC(CN1CCOCC1)CN(c1ccccc1)c1ccccc1 (stereo not drawn)
-2.1%,0%,COc1ccc(C(=O)NC2CCCCC2)cc1OC

(continued)
Hsp70 inhibitors,MKP-3 inhibition,SMILES
3.5%,/,Cc1ccc(C(=O)Nc2ccon2)cc1S(=O)(=O)N1CCOCC1
-0.4%,-4%,Cc1ccc2oc(-c3cc(NC(=O)/C=C/c4cccc([N+](=O)[O-])c4)ccc3O)nc2c1
-3.4%,8%,N#CC1=C(N)NC(SCC(=O)c2ccc(Cl)cc2)=C(C#N)C12CCCCC2
-1.6%,2%,CCOC(=O)c1[nH]c(C)c(C(=O)C(C)CC)c1C (stereo not drawn)
0.4%,/,CC1CCCCN1Cc1nc2c(c(=O)n(C)c(=O)n2C)n1CCCc1ccccc1 (stereo not drawn)
6.1%,-7%,O=C(Nc1cccnc1)Nc1ccc(Br)cc1Cl
-1.9%,-10%,CC1C(c2ccccc2)=[N+]([O-])C2(CCCC2)N1O (stereo not drawn)
-2.8%,-2%,OCC(O)COC(c1ccccc1)(c1ccccc1)c1ccccc1 (stereo not drawn)
2.8%,-4%,NC(=O)c1cc(Br)cc2c3c([nH]c12)CCCC3
-4.5%,4%,COc1ccc(OC)c(NC(=S)NC(NC(=O)c2ccco2)C(Cl)(Cl)Cl)c1 (stereo not drawn)
-1.8%,/,COc1ccc(NCc2nnc(SCC(=O)c3ccc(OC)cc3)o2)cc1
